CDK5 inh: inhibitors of human CDK5/p35 kinase, primary screen, biochemical, single concentration; 330,000 tested, 0.01% active; inhibition, % at 10 µM; Cyclin-dependent kinase 5 (Homo sapiens) + Cyclin-dependent kinase 5 activator 1 (Homo …; Recombinant CDK5/p35, ADP-Glo luminescence, 60 min;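 active = highest replicate inhibition of at least 50% and at least 75% of replicates reaching 50%; inconclusive = only one of the two criteria met; inactive = both criteria failed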;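 note: plate controls were DMSO neutral control for no effect and GW8510 at 10 µM for full effect; many of its hits are not listed in these tables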
NSD2 HMT inh: NSD2 histone methyltransferase inhibitors, primary screen, biochemical, AlphaScreen, single concentration, set 2; Histone-lysine N-methyltransferase NSD2 (Homo sapiens), O96028; NSD2 peptide methylation, 120 min; inhibition, % at 12.5 µM; 310,000 tested, 0.54% active; in the data active = inhibition above about 50%
PKA-R2B act: activators of PKA-R2B holoenzyme, primary screen, biochemical, fluorescence polarization, Cy5-IP20, human | cAMP-dependent protein kinase catalytic subunit beta (Homo sapiens) + cAMP-dependent … | PKA-R2B holoenzyme dissociation; R2B truncated from residue 108, S112A mutant; 0% DMSO only, 100% 113 µM cGMP | activation, % at 11.4 µM | 340,000 tested, 0.079% active | AID 504700, 2011;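 active = activation above a cutoff set at the mean over all compounds plus 3 SD, cut at about 18% in these data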;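 note: higher means more holoenzyme dissociation and a rise in polarization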
SUMO Mot1 rescue: yeast Mot1-301 growth rescue at high temperature, primary screen, SUMOylation pathway inhibitor project, S. cerevisiae, ATP luminescence, 38.5C; S. cerevisiae Mot1-301 growth rescue; percent above DMSO median, 100 means doubled; growth rescue, % at 18.8 µM; 320,000 tested, 1% active;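 active = every valid replicate shows activation above 250% relative to neutral control wells; inactive = the rest, any valid replicate at or below 250%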;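 note: OY570 slx delta 5 strain wells were the positive control but not used for scaling; some compounds called inactive have numbers as strong as hits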
Arrestin-AP2 inh: inhibitors of beta-arrestin/AP2 binding, primary screen, biochemical, GPCR trafficking, flow cytometry; 340,000 tested, 0.31% active; AID 504490, 2011; FITC-arrestin peptide / GST-AP2 beads; AP2 beta2 appendage carries R879A mutation; beta-arrestin 1 C-terminal peptide binding to AP2 beta2-adaptin appendage (human); inhibition, % at 10 µM;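 active = inhibition above a set limit, near 3 SD of compounds lacking own fluorescence, cut at about 54% in these data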;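 note: plate controls were DMSO wells for no effect and 5 µM unlabelled arrestin peptide for full effect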
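System: GST-AP2 R879A glutathione beads; medium: PBS, Tween 20 0.05%, BSA 0.1%; reagent: fluorescein-tagged arrestin peptide at 50 nM final; schedule: pre-incubation 12 min, peptide binding 1 h, room temperature; detection: flow cytometry, FL1 (488/535 nm); read-out: inhibition as reduced fluorescein signal on beads, percent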
PKA-R1A activ: activators of PKA-R1A holoenzyme, primary screen, biochemical, fluorescence polarization, Cy5-IP20, bovine R1A, mouse PKAc; cAMP-dependent protein kinase type I-alpha regulatory subunit (Bos taurus) + …; PKA-R1A dissociation; scaled: DMSO 0%, 113 µM cGMP 100%; activation, % at 11.4 µM; 340,000 tested, 0.083% active; AID 504707, 2011;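 active = percent activation above the mean of all tested compounds plus 3 SD, cut at about 19% in these data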;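 note: higher means more PKAc released from R1A so a rise in polarization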
SR-BI DiI-HDL act: activators of SR-BI mediated DiI-HDL uptake, primary screen, ldlA[mSR-BI] CHO cells, DiI fluorescence; 3 h; 100 = double the neutral-control signal; activation, % at 12.5 µM; 320,000 tested, 0.096% active; AID 504775, 2011;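 active = mean replicate activation of at least 60% and every replicate at or above 60%; inconclusive = mean or all-replicate condition met, but not both; inactive = mean below 60% and not all replicates reaching 60%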;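 note: 0% = median plate neutral-control signal and 100% = twice that signal; values of inactives mirror those of a sister screen read the other way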
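system = CHO ldlA[mSR-BI] cells, LDL receptor-null, SR-BI overexpressing | medium = Ham's F12 with 0.5% BSA, HEPES 25 mM, pH 7.4 | probe or stimulus = DiI-HDL 10 µg/mL | compound dosing = single-point compound dose | incubation = compound exposure 3 h, 37 °C | technique = DiI fluorescence, bottom read | read-out = cell-associated DiI fluorescence as measure of HDL uptake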
dFosB act: activators of delta FosB homodimer, primary screen, biochemical, fluorescence polarization, TAMRA-CDK5 oligo, single point | activation, % at 25 µM | 340,000 tested, 0.99% active | purified delta FosB; percent of positive-control signal above neutral wells;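 active = mean activation above about 17%, with every replicate also reaching it, limit read from the data, passing the limit was not always enough; inconclusive = only one of the two conditions met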;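 note: fluorescence polarization rise as delta FosB binds a TAMRA Cdk5 AP-1 oligo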
MITF TRPM1 HTS: activators of MITF-driven TRPM1 promoter reporter, primary screen, cell-based, SK-MEL-5, luciferase, single point | SK-MEL-5 TRPM1-promoter luciferase, 24 h; % of positive control, neutral wells = 0 | activation, % at 12.5 µM | 300,000 tested, 0.75% active | AID 588334, 2011;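 active = mean activation of at least 80% with every replicate also reaching 80%; inconclusive = mean reaches 80% but some replicate falls short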;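 note: 0% = neutral control wells and 100% = parthenolide positive control wells; values of inactives mirror those of a sister screen read the other way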
SR-BI HDL uptake: inhibitors of SR-BI mediated HDL lipid uptake, primary screen, ldlA[mSR-BI] cells, fluorescence, single point | AID 488896, 2010 | ldlA[mSR-BI] CHO cells, DiI-HDL uptake fluorescence, 3 h | inhibition, % at 12.5 µM | Scavenger receptor class B member 1 (Mus musculus), Q61009 | 320,000 tested, 0.96% active;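 active = mean replicate inhibition of at least 70% and a set share of replicates each scoring 70 or more; inconclusive = meets just one of the two criteria; inactive = fails both criteria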;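 note: 0% = median of neutral control wells and 100% = median of positive control wells; values of inactives mirror those of a sister screen read the other way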
Pemphigus Ab inh: inhibitors of pemphigus antibody binding to DSG3, primary screen, biochemical, bead-based, flow cytometry, scFv-GFP | Desmoglein-3 (Homo sapiens), P32926 | DSG3-coupled beads, scFv-anti-DSG3-GFP binding; stronger effect = lower value | binding (percent of control), % at 10 µM | 310,000 tested, 0.48% active | AID 588358, 2011;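 active = binding more than 3 SD below its plate's average and above zero; inconclusive = below that plate limit but binding exactly zero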;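 note: hits lower antibody fragment binding to DSG3; some compounds called inactive have numbers as strong as hits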
Target sequence (P32926 whole entry, looked up, the tested form may be a part): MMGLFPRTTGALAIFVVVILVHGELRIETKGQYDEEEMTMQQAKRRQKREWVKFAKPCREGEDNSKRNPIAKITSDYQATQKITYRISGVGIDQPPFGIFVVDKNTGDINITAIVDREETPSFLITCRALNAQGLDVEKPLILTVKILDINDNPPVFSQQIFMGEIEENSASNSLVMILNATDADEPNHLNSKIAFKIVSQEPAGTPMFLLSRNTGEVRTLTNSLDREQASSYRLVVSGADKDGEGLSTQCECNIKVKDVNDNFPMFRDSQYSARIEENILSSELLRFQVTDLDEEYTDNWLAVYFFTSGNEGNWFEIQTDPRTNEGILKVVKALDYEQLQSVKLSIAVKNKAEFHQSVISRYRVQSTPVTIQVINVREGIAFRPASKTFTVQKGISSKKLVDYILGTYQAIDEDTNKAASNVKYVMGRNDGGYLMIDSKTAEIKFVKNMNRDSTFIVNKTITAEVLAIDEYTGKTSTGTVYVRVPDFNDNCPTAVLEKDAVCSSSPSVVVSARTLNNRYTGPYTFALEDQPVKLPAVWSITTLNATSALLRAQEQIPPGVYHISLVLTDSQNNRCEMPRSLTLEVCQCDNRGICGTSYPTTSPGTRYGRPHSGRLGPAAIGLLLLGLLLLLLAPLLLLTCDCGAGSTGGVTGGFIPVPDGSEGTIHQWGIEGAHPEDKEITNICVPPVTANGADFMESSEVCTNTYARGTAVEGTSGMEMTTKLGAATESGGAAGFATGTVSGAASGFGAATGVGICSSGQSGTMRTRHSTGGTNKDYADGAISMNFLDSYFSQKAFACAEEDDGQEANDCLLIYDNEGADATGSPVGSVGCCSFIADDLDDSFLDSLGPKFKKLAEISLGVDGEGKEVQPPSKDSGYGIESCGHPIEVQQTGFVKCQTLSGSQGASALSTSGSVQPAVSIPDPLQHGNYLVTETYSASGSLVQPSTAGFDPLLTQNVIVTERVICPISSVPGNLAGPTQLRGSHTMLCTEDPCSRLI
Numbers without * were called inactive; ? = inconclusive; . = not tested or not shown; & = joins results of further samples.

SMILES	CDK5 inh	NSD2 HMT inh	PKA-R2B act	SUMO Mot1 rescue	Arrestin-AP2 inh	PKA-R1A activ	SR-BI DiI-HDL act	dFosB act	MITF TRPM1 HTS	SR-BI HDL uptake	Pemphigus Ab inh
c1ccc(CNCCCn2cnc3c(OCc4ccccc4)ncnc32)cc1	0.5	.	-5	.	-3	-1	28	-18	5	-28	112
Cc1ccc(NC(=O)C(C)OC(=O)CCNS(=O)(=O)c2ccc(C)cc2)cc1 (centres undefined)	0.3	-3	7	-4	15	2	5	-6	-4	-5	122
Cc1onc(-c2c(F)cccc2Cl)c1C(=O)N(C)CCc1ccccn1	0.4	-2	-5	-12	8	-4	8	2	2	-8	115
Cc1nnc(C)n1/N=C/c1ccc(-c2ccccc2Cl)o1	-5.2	21	3	49	2	-3	3	-9	-2	-3	102
COC(=O)C1=C(C)N(c2ccccc2)/C(=C/c2ccco2)C1=O	-0.4	2	-6	-4	6	-5	10	-2	.	-10	.
Cc1ccc(C(=O)CC(=O)c2cc(Cl)ccc2O)cc1	-2.9	-8	-2	20	-1	-4	-21	-8	15	21	82
CC1C(=O)NN=C1C(=O)N/N=C\C(Br)=C\c1ccccc1 (centres undefined)	-0.2	-1	-15	.	-3	8	-19	4	11	19	96
NS(=O)(=O)c1ccc(CCNC(=O)C(=O)C2C(=O)Nc3ccccc32)cc1 (centres undefined)	-0.2	0	0	60	-8	-8	-4	0	-13	4	101
N#Cc1cccc(NC(=O)CNc2cc(S(=O)(=O)N3CCOCC3)ccc2N2CCCC2)c1	1.6	-3	6	.	-9	8	-1	-4	-7	1	98
Cn1c(=O)c2c(ncn2CCC(=O)N/N=C/c2ccccc2)n(C)c1=O	2.0	-3	0	3	-2	10	20	-1	-2	-20	.
O=C(CS(=O)(=O)c1cn(Cc2ccccc2Cl)c2ccccc12)N1CCOCC1	-1.8	0	-6	6	1	-11	6	1	1	-6	93
CCOC(=O)C1CCN(CC(O)COc2ccc(C(C)=O)cc2)CC1 (centres undefined)	-0.2	.	-5	1	1	4	23	3	7	-23	109
Cc1ncc(CN2CCC(C(=O)Nc3ccc(Oc4cccnc4)cc3)CC2)cn1	-1.1	-3	8	10	1	0	-6	-14	-10	6	103
CC(OC(=O)C1CCN(S(=O)(=O)c2ccccc2C(F)(F)F)CC1)C(=O)N(C)Cc1ccccc1 (centres undefined)	2.4	-4	-5	2	-3	-1	-36	-10	-6	36	.
O=C(NCCCc1ccccc1)c1cccc(NC(=O)C2CCCCC2)c1	1.0	.	1	.	-9	-4	-14	-6	-6	14	112
CC(C)(CN=C1NS(=O)(=O)c2ccccc21)CNC(=O)CN1C(=O)c2ccccc2C1=O	0.7	-4	-9	0	6	-12	-3	4	7	3	98
Cc1ccccc1CN1CCCC(C(=O)Nc2ccccc2Oc2cccnc2)C1 (centres undefined)	-2.4	-1	0	-3	6	-17	14	-3	-4	-14	102
Cc1ccccc1-n1c(=O)cc(N2CCN(C(=O)c3ccco3)CC2)[nH]c1=O	0.9	.	2	-4	-9	-7	13	4	.	-13	77
COc1ccc(CCN2C(=O)CSC2=Nc2ccc(C)cc2C)cc1OC	2.6	31	-2	-4	10	-13	-54	-12	.	54	.
CC(=O)Nc1cccc(NC(=O)CSc2nnc3ccccn23)c1	-0.3	4	-1	-2	8	-2	21	1	1	-21	115
C=CCSc1n[nH]c(-c2ccccc2)n1	0.4	3	-12	-14	-1	2	3	4	71	-3	.
O=[N+]([O-])c1ccc(/C=C/c2ccncc2)cc1	0.7	7	2	125	8	16	-4	-7	22	4	93
Cc1cccc(-c2noc(CN(C(=O)/C=C/c3ccccc3Cl)C(C)C)n2)c1	-0.2	-1	-5	-1	-12	-6	-16	-6	-4	16	98
Cc1ccc(-n2nc(CN3CCOCC3)c(-c3ccccc3)c2N)cc1Cl	-1.0	3	1	11	1	1	-9	-1	-4	9	110
CC(CCc1ccccc1)NC(=O)CN(C)Cc1ccccc1F (centres undefined)	0.4	3	-10	30	-5	-10	9	-7	3	-9	89
Cc1c(NC(=S)N2CCN(c3ccc(F)cc3)CC2)c(=O)n(-c2ccccc2)n1C	-1.5	0	0	-8	-11	-3	12	1	-14	-12	101
COc1ccc(-c2nn(-c3ccccc3)cc2/C=N/Nc2cccc(C(=O)O)c2)cc1	0.2	.	0	.	4	-2	-33	-18	41	33	118
Cc1cccc(-c2nc3sc(C)cc3c(=O)o2)c1	-4.8	-2	-6	6	-4	-2	0	-8	14	0	110
CCOc1ccc(NC(=O)N2CCCC2C(=O)NCc2ccco2)cc1 (centres undefined)	0.5	4	-10	5	2	-6	.	-2	.	.	93
CCN1CCN(Cc2ccc(NC(=O)c3ccc(C)c(/C=C/c4cnc(Nc5cc(N6CCNCC6)nc(C)n5)cn4)c3)cc2C(F)(F)F)CC1	5.6	.	4&-3	-17	9	11&5	26	-256	-98	-26	103&134
Cc1ccc(NC(=O)c2cc(F)c(F)cc2Cl)nc1	1.8	-4	10	.	-4	-7	22	1	?	-22	111
Cc1nn(CC(=O)OCC(=O)Nc2c(C(C)C)cccc2C(C)C)c(C)c1[N+](=O)[O-]	-2.3	-4	-6	9	-7	6	-6	-9	3	6	97
CC(=O)c1cccc(N(CC(=O)Nc2cccnc2)S(C)(=O)=O)c1	-1.4	0	4	-18	-4	-5	-20	-4	-7	20	.
Nc1cccc(S(=O)(=O)Nc2ccc(SC(F)F)cc2)c1	7.7	-1	-4	.	10	-7	.	-5	12	.	103
CCC1=NN2C(=N)/C(=C/c3ccc(OS(=O)(=O)c4ccc(C)cc4)c(OC)c3)C(=O)N=C2S1	-2.5	18	0	-10	25	4	-21	-19	-8	21	96
CC(C)COc1ccc(C(=O)Nc2ccc(NC(=O)c3ccco3)c(Cl)c2)cc1	0.1	-2	-20	161	-2	2	-69	-1	-2	69	104
COc1cc(C)c(S(=O)(=O)NCc2cccnc2)cc1C	-1.3	1	2	-25	6	14	11	3	-5	-11	106
Cc1cc(=O)[nH]c(SCc2nc3ccc([N+](=O)[O-])cc3[nH]2)n1	-0.6	.	6	-4	28	-2	8	5	0	-8	109
C=CCSc1nc2sc3c(c2c(=O)n1CC)CCc1ccccc1-3	0.1	0	9	-24	20	-2	20	-15	-3	-20	101
COc1ccc(C(C)=O)cc1CSc1nncn1-c1ccccc1	1.2	-2	-5	13	-3	-1	3	-9	-12	-3	98
Cc1ccc(C(=O)N(CN2CCCC2=O)c2ccccc2)cc1C	1.3	-1	9	48	11	-6	2	-8	-22	-2	102
COc1ccc(/C=C/C(=O)OCC(=O)NC(C)CCc2ccccc2)cc1 (centres undefined)	2.4	-3	4	-18	-2	-1	13	-7	-1	-13	128
COc1cc(Br)cc(/C=C/c2ccc3cccc(O)c3n2)c1O	-3.4	-2	0	11	17	-2	-91	-4	8	91*	108
CC1CN(C(=S)NC(=O)C2CCCCC2)CC(C)O1 (centres undefined)	0.7	-1	-6	-1	38	-3	-26	0	2	26	97

Ordered by formula weight (rising): 3 of the compounds above.
SMILES	CDK5 inh	NSD2 HMT inh	PKA-R2B act	SUMO Mot1 rescue	Arrestin-AP2 inh	PKA-R1A activ	SR-BI DiI-HDL act	dFosB act	MITF TRPM1 HTS	SR-BI HDL uptake	Pemphigus Ab inh
Cc1ccc(C(=O)N(CN2CCCC2=O)c2ccccc2)cc1C	1.3	-1	9	48	11	-6	2	-8	-22	-2	102
COc1ccc(C(C)=O)cc1CSc1nncn1-c1ccccc1	1.2	-2	-5	13	-3	-1	3	-9	-12	-3	98
C=CCSc1nc2sc3c(c2c(=O)n1CC)CCc1ccccc1-3	0.1	0	9	-24	20	-2	20	-15	-3	-20	101

One compound at a time (already shown).
Shown for Cc1c(NC(=S)N2CCN(c3ccc(F)cc3)CC2)c(=O)n(-c2ccccc2)n1C → CDK5 inh = -1.5; NSD2 HMT inh = 0; PKA-R2B act = 0; SUMO Mot1 rescue = -8; Arrestin-AP2 inh = -11; PKA-R1A activ = -3; SR-BI DiI-HDL act = 12; dFosB act = 1; MITF TRPM1 HTS = -14; SR-BI HDL uptake = -12; Pemphigus Ab inh = 101
Shown for COc1ccc(-c2nn(-c3ccccc3)cc2/C=N/Nc2cccc(C(=O)O)c2)cc1 → CDK5 inh = 0.2; NSD2 HMT inh = .; PKA-R2B act = 0; SUMO Mot1 rescue = .; Arrestin-AP2 inh = 4; PKA-R1A activ = -2; SR-BI DiI-HDL act = -33; dFosB act = -18; MITF TRPM1 HTS = 41; SR-BI HDL uptake = 33; Pemphigus Ab inh = 118
